PI4K2A block – PI4K2A (human) kinase inhibition; Q9BTU6; purified PI4K2A, ADP-Glo luminescence, 1 h; active compounds read low; activity change, negative = inhibition, % at 76.9 µM; 420,000 tested, 0.13% active; in the data active = activity change below about -50%; inconclusive = mostly about -30% to -49%;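 note: -100% = wells without enzyme as full effect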
Target sequence (Q9BTU6 whole entry, looked up): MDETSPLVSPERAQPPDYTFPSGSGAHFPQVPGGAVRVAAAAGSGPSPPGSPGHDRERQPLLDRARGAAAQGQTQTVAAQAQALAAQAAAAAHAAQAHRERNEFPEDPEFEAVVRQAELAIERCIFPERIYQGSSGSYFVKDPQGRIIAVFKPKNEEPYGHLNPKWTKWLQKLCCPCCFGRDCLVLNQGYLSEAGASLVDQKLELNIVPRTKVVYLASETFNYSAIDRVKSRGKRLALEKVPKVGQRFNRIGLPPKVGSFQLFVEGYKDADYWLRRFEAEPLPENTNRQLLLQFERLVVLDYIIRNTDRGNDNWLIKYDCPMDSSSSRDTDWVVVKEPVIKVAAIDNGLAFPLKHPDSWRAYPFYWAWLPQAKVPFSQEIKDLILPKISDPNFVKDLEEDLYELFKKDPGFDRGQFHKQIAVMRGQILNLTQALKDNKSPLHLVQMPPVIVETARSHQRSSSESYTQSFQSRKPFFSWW
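ADP-Glo luminescence measured ADP generated by PI4K2A enzyme (4 ug/mL before mixing) with 1.2 mM PI substrate (pre-mix) and 300 microM ATP (pre-mix). Tris pH7.5 buffer with MgCl2, Triton X-100; 1 h reaction at ambient temperature.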
G9a block – inhibitors of human histone lysine methyltransferase G9a; Q96KQ7; G9a H3K9 monomethylation, AlphaScreen, 2 h; Potency, µM (titrated, usually from 102 µM), without a hit: at the top dose activity, negative = inhibition, usual class: inhibitors; 350,000 tested, 8.8% active; note: potency is the fitted concentration of half-maximal effect; % is set by controls: 0 for no effect and ±100 for the full control effect; nearly all actives have a fitted effect of over 75% in size
Target sequence (Q96KQ7 913-1193 limits assumed): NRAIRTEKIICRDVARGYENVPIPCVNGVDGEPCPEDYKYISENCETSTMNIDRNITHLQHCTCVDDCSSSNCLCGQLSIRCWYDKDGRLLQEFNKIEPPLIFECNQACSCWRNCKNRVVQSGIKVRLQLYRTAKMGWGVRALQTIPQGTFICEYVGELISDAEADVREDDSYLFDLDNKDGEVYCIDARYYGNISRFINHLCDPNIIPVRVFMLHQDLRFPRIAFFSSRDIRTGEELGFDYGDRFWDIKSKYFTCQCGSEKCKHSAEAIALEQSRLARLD
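Enzyme 20 nM + cpd, 15 min RT; add b-H3K9 pep 500 nM / SAM 20 uM; 2 h RT; anti-H3K9me1 Ab 0.5 ug/mL + SA donor / anti-rabbit acceptor beads 20 ug/mL each, 10 min; AlphaScreen read.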
BAZ2B inh – BAZ2B (human) inhibition; Q9UIF8; AlphaScreen BAZ2B-H3K14Ac peptide displacement; Potency, µM (doses to about 114 µM), inactives show at the highest dose activity change, negative = inhibition, usual class: inhibitors; 360,000 tested, 4.4% active; note: potency is the fitted concentration of half-maximal effect; % is set by controls: 0 for no effect and ±100 for the full control effect; nearly all actives have a fitted effect of over 60% in size
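AlphaScreen luminescence quantifies BAZ2B engagement of H3K14Ac peptide; the protein and biotinylated peptide are both at 50 nM final, buffer PBS pH 7.4 with 0.01% Tween-20, all steps at room temperature.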
GLS inh – inhibitors of human glutaminase (GLS); GLS enzymatic activity, qHTS titration; AID 624170; 410,000 tested, 0.21% active; O94925; Potency, µM (series often up to 45.5 µM), for the others: at the highest dose activity change, negative = inhibition, hits mostly inhibitors; note: potency is the fitted concentration of half-maximal effect; % is set by controls: 0 for no effect and ±100 for the full control effect
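Assay buffer: 45 mM KH2PO4 pH 8.2, 0.02% Tween-20. hKGA acts on L-glutamine (1 mM solution added); product glutamate is reported by an oxidase/peroxidase Amplex Red coupling, with fluorescence taken at baseline and 30 min.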
Pin1 inh – human Pin1 inhibition | Q13526 | Pin1 FP peptide displacement, HiFluor488, 10 min | Potency, µM (top dose mostly 115 µM), for inactives: at the top dose activity, negative = inhibition, actives largely listed as inhibitors | 390,000 tested, 0.009% active | AID 504891; active = well fitted inhibition curve with a large enough effect in the polarisation, with a control signal flat, not every such curve was filed as active; inconclusive = small, poorly fitted or top-dose-only effect, or effect the other way, or a change in a side signal; inactive = no such curve, though single readings can be large or run the other way; the % refers to the polarisation; note: potency is the fitted concentration of half-maximal effect; % is set by controls: 0 for no effect and ±100 for the full control effect
JMJD2A Tudor inh – JMJD2A Tudor domain (human) inhibition | AlphaScreen JMJD2A-Tudor / H3K4me3 peptide binding | Potency, µM (doses to about 114 µM), without a hit: top-dose activity change, negative = inhibition, hits mostly inhibitors | 390,000 tested, 4.4% active; note: potency is the fitted concentration of half-maximal effect; % is set by controls: 0 for no effect and ±100 for the full control effect; nearly all actives have a fitted effect of over 50% in size
Tb PGK inh – inhibitors of T. brucei phosphoglycerate kinase | P07378 | PGK/GAPDH coupled, Kinase-Glo luminescence, 60 min | Potency, µM (highest dose often 57.5 µM), without a hit: top-dose activity change, negative = inhibition, usual class: inhibitors | AID 602233 | 380,000 tested, 0.043% active; note: potency is the fitted concentration of half-maximal effect; % is set by controls: 0 for no effect and ±100 for the full control effect; nearly all actives have a fitted effect of over 60% in size
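Recombinant glycosomal PGK reaction used 1,3-bisphosphoglycerate generated in-well by GAPDH (100nM final) in 100mM TEA pH 7.6, 5mM MgCl2, 0.01% Tween-20. After 60 minutes at room temperature, ATP was read by Kinase-Glo Plus luminescence end-point.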
HP1b chromo inh – inhibitors of HP1-beta chromodomain binding to methylated histone tails | Potency, µM (top dose mostly 114 µM), for inactives: top-dose activity change, negative = inhibition, actives largely listed as inhibitors | P83916 | AlphaScreen HP1-beta / biotin-H3K9me3 peptide binding | 390,000 tested, 0.56% active; note: potency is the fitted concentration of half-maximal effect; nearly all actives have a fitted effect of over 70% in size; inactives centre near 23
Target sequence (P83916 whole entry, looked up): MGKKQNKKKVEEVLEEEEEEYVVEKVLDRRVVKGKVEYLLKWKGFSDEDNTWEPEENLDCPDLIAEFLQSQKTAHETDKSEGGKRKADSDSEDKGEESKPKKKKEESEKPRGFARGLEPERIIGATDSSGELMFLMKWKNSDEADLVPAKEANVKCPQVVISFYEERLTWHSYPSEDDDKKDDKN
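HP1-beta protein (50 nM final) preincubated 30 min at room temperature with biotinylated H3(1-18)K9me3 peptide (50 nM) in PBS pH 7.4, 0.01% Tween-20, then compound added for 30 min. AlphaScreen streptavidin donor/nickel chelate acceptor beads (10 ug/mL final), 30 min dark, luminescence read.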
POLH inh – inhibitors of human DNA polymerase eta | recombinant Pol eta, fluorescent DNA replication assay | Q9Y253 | 390,000 tested, 1.2% active | Potency, µM (highest dose often 114 µM), without a hit: at the highest dose activity change, negative = inhibition, hits mostly inhibitors; note: potency is the fitted concentration of half-maximal effect; % is set by controls: 0 for no effect and ±100 for the full control effect
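Pol eta (10 nM) was preincubated with compounds for 15 min at room temperature, after which fluorescent replication substrate (50 nM final) was added to start the reaction. Fluorescence was read kinetically at 0 and 10 min.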
* hit, by the source's call; i = inactive; ? = inconclusive; . = not tested or not shown; [ ] = another dose, or the depositor's remark. Unless noted, calls come from the whole dose curve; as a rule, active = well fitted curve in the direction sought with a large enough effect; inconclusive = small, poorly fitted or top-dose-only effect, or another doubt; inactive = no such curve, though single readings can be large; an effect the other way counts as inactive or inconclusive.

SMILES	PI4K2A block	G9a block	BAZ2B inh	GLS inh	Pin1 inh	JMJD2A Tudor inh	Tb PGK inh	HP1b chromo inh	POLH inh
O=C(c1ccc2[nH]c(=O)c(=O)[nH]c2c1)N1CCN(c2ccccc2)CC1	2	15%	-27%	17%	0%	-17%	-7%	21%	14%
CN1CCN(S(=O)(=O)c2ccc(NC(=O)Cc3ccc([N+](=O)[O-])cc3)cc2)CC1	-1	11%	-22%	-9%	0%	-19%	i	19%	-16%
CCCCCCCCN1[C@@H](CC(=O)O)c2cc(C(F)(F)F)ccc2S1(=O)=O	9	.	.	5%	-1%	-18%	-2%	15%	-2%
CCOC(=O)C(NCc1ccccn1)(NC(=O)c1cccnc1)C(F)(F)F (stereo not given)	-8	-7%[12.7 µM]	56µM*	3%	-12%	63µM*	-2%	42%	?
O=C1C2CCCCN2C(=O)N1CCN1CCN(c2ccc(F)cc2)CC1 (stereo not given)	-2	.	.	1%	-1%	?	-3%	46%[activator]	-11%
COc1ccc(N/C=C(\C(C)=O)c2ccc(OC)c(OC)c2)cc1OC	-1	0%	?	-1%	3%	-2%[11.4 µM]	8%	-11%	-6%
COc1ccc(CCNC(=O)CN2C(=O)COc3ccc(C)cc32)cc1OC	0	5%[59 µM]	9%	8%	1%	-4%	9%	30%	-4%
O=C(Nc1ccc(C(=O)N2CCOCC2)cc1)Nc1cccc2ccccc12	3	-40%	.	-1%	-7%	-3%	-11%	30%	-3%
CCN(CC(=O)N1CCCCCC1)S(=O)(=O)c1ccc(Cl)cc1	2	13%[59 µM]	-14%	-6%	0%	4%	i	37%	-14%
O=C(COC(=O)/C=C/c1ccc(Cl)cc1)Nc1ccc2[nH]c(=O)[nH]c2c1	-4	?	-17%	10%	24%	?	-6%	22%	-3%
O=C(Cc1ccccc1)N(Cc1cccnc1)c1nc2ccc(F)cc2s1	1	10%[59 µM]	-4%	-8%	16%	-1%	i	50%[activator]	-14%
CCC(C)Sc1cc(C)c(C#N)c2nc3ccccc3n12 (stereo not given)	1	39%[59 µM]	87%[activator]	-7%	14%	22%	-10%	221%[activator]	-17%
c1ccc2c(c1)[nH]c1c(NCC3CCCO3)ncnc12 (stereo not given)	6	-1%	6%	-5%	-6%	-12%	12%	18%	-11%
O=C(/C=C/c1ccco1)NC(=S)Nc1ccccc1O	-5	32µM*	40µM*	6%	19%	-8%[11.4 µM]	-5%	?	-8%
CC(C)(C)c1nc2ccccc2c(=O)n1N1C(=O)c2ccccc2C1=O	4	-8%[59 µM]	-2%	-12%	3%	-23%	i	30%	-16%
O=C(N/N=C/c1ccc2c(c1)OCO2)c1ccc2c(c1)OCCO2	-5	5%[59 µM]	1%	-8%	-3%	-12%	i	28%	-25%
O=S(=O)(NCc1ccccc1F)NCc1ccccc1F	-2	2%	-3%	-5%	3%	-4%	10%	36%	0%
Cc1cnc(C(=O)OCC(=O)Nc2ncc(Cl)cc2Cl)cn1	-19	-2%[12.7 µM]	-36%	-5%	-5%	-18%	-10%	25%	50µM*
CN(Cc1ccccc1)C(=O)COC(=O)c1cc(=O)c2ccccc2o1	5	.	.	-4%	-3%	-4%	-7%	30%	-14%
CSc1ccc(C(=S)N2CCCCCC2)cc1	-1	32µM*	-10%	0%	-9%	-18%	2%	42%[activator]	4%

Part of the list above, as a markdown table.
| Compound | PI4K2A block | G9a block | BAZ2B inh | GLS inh | Pin1 inh | JMJD2A Tudor inh | Tb PGK inh | HP1b chromo inh | POLH inh |
| --- | --- | --- | --- | --- | --- | --- | --- | --- | --- |
| CC(C)(C)c1nc2ccccc2c(=O)n1N1C(=O)c2ccccc2C1=O | 4 | -8%[59 µM] | -2% | -12% | 3% | -23% | i | 30% | -16% |
| CN(Cc1ccccc1)C(=O)COC(=O)c1cc(=O)c2ccccc2o1 | 5 | . | . | -4% | -3% | -4% | -7% | 30% | -14% |
| O=S(=O)(NCc1ccccc1F)NCc1ccccc1F | -2 | 2% | -3% | -5% | 3% | -4% | 10% | 36% | 0% |

(list continues)
SMILES	PI4K2A block	G9a block	BAZ2B inh	GLS inh	Pin1 inh	JMJD2A Tudor inh	Tb PGK inh	HP1b chromo inh	POLH inh
CCN(CC)S(=O)(=O)c1ccc(C)c(NC(=O)CSc2ncc(C(F)(F)F)cc2Cl)c1	-5	2%	3%	-4%	-2%	-6%	i	26%	-8%
c1ccc(Cn2nnnc2C(c2ccccn2)N2CCN(c3ccccc3)CC2)cc1 (stereo not given)	-2	.	-31%	5%	?	-28%	i	15%	1%
Cc1ccc2occ(C(=O)c3ccco3)c(=O)c2c1	1	20%[59 µM]	-30%	31%[activator]	0%	-2%	.	41%[activator]	-6%
Cc1cc(C)c(S(=O)(=O)N2CCN(C(=O)C3CC3)CC2)c(C)c1	1	-34%	-2%	-4%	-10%	-14%	-4%	-3%	-10%
COc1ccccc1CCN=C(N)NS(=O)(=O)c1ccccc1F	-2	-5%	-4%	-7%	-6%	-14%	3%	16%	-21%
CC(=O)NCCC(=O)Nc1cc(S(=O)(=O)N2CCOCC2)ccc1Oc1ccccc1	-3	3%	-16%	2%	-1%	3%	-8%	30%	-11%
Cn1c(C(=O)N2CCOCC2)cc2c(=O)n3ccccc3nc21	3	85%[activator]	-12%	-1%	-1%	0%	i	45%[activator]	-4%
CCCCCC(=O)Nc1ccc2oc(-c3cccnc3)nc2c1	0	-29%	11%	0%	4%	25%	-3%	28%	4%
Cc1cccc(C(=O)NCC(=O)N2CCN(S(=O)(=O)c3ccc4c(c3)OCCO4)CC2)c1	-5	9%[12.7 µM]	8%	-4%	1%	7%	-2%	32%	-8%
C=CCn1c(N)c(C(=O)OC(C)CC)c2nc3ccccc3nc21 (stereo not given)	1	39%	24%	18%	-4%	27%	7%	37%	-19%
O=C(O)C1CC=CCC1C(=O)Nc1cccnc1 (stereo not given)	-3	?	-37%	3%	-8%	0%	-6%	37%[activator]	1%
COc1ccccc1NC(=O)CN(Cc1ccco1)C(=O)c1cc(Cl)c(OC)c(OC)c1	-7	.	.	4%	.	.	-1%	.	-9%
COc1cc(OC)cc(C(=O)NC(=S)N2CCCCCC2)c1	-6	6%	?	-2%	-9%	?	-1%	10%	-11%
CCOc1ccc(NC(=O)c2cc3c(=O)n(Cc4cccs4)ccc3nc2C)cc1	-3	-4%[59 µM]	-16%	-5%	1%	-28%	-9%	4%	2%
O=C(CCC1CCCN(C2C3CC4CC(C3)CC2C4)C1)NCc1ccc(F)c(F)c1 (stereo not given)	3	.	6%	-3%	-3%	-1%	-2%	44%[activator]	-6%
CC(C)(C)OC(=O)N1CCC(C(=O)Nc2ccc(C(=O)NCCc3ccccc3)cc2)CC1	1	.	.	-1%	3%	-10%	11%	37%	-9%
O=C(COC(=O)C12CC3CC(CC(C3)C1)C2)NNC(=O)c1ccccc1	7	.	.	-3%	-10%	-1%	-9%	36%	-10%
Cc1[nH]c(C)c(S(=O)(=O)NCc2ccc(OC(C)C)cc2)c1C(=O)N1CCCC1	0	.	-10%	-5%	-2%	-13%	5%	55%[activator]	-1%
Cc1nn(Cc2ccccc2)c(C)c1CCC(=O)O	-2	?	9%	22%	-4%	-9%	5%	55%[activator]	-9%
CCCCOc1ccc(C(=O)NCCS(=O)(=O)N2CCN(c3ccc(F)cc3)CC2)cc1	0	-4%[59 µM]	-1%	8%	1%	?	-1%	12%[57 µM]	-3%
Cc1ccc(OCC(=O)NNC(=O)c2cc3ccccc3o2)cc1C	-18	7%	6%	11%	37%[activator]	?	-7%	4%	?
CCCCn1c(N)c(N(CC(C)C)C(=O)c2cccc(S(=O)(=O)N3CC(C)OC(C)C3)c2)c(=O)[nH]c1=O (stereo not given)	2	?	-2%	7%	-5%	-12%	-11%	0%	-19%
COc1cccc2c(=O)n(CC(=O)NC3CCCC3)ccc12	1	-1%	1%	2%	4%	-7%	-9%	38%	-3%
CC(C)(C)OC(=O)N1CCC(c2c(C(=O)O)cnn2-c2ccccc2)CC1	1	13%[59 µM]	6%	3%	0%	-8%	5%	16%	-8%
O=C(NC1CC2CCCC(C1)N2C(=O)Nc1ccccc1)c1ccncc1 (stereo not given)	4	-10%[12.7 µM]	-8%	-15%	-12%	-19%	-3%	40%[activator]	2%
CCC1(c2ccc(F)cc2)NC(=O)N(CC(=O)c2cc(C)n(C3CC3)c2C)C1=O (stereo not given)	1	50µM*	-39%	-1%	6%	-35%	-3%	-25%	-24%
Cc1ccc(C(C(=O)NCc2ccco2)N(C(=O)CNC(=O)c2cccs2)c2c(C)cc(C)cc2C)cc1 (stereo not given)	3	-6%[59 µM]	10%	-1%	0%	-13%	.	6%	9%
O=C(Nc1ccc(S(=O)(=O)N2CCCC2)cc1)N1c2ccccc2Sc2ccccc21	-2	?	-33%	56%[activator]	7%	-24%	-6%	7%	-18%
C=C(C)CSc1nnc([C@@H]2CCCN2C(=O)OC(C)(C)C)o1	3	-3%[59 µM]	-4%	1%	1%	-4%	-2%	23%	15%
Cc1cc(NC(=O)c2ccccc2Oc2ccccc2)no1	0	13%[59 µM]	8%	11%	2%	5%	6%	39%[activator]	-1%
Cc1ccccc1SCC(=O)Nc1cc(S(=O)(=O)N2CCOCC2)ccc1N1CCOCC1	-4	.	-9%	-18%	-1%	-8%	i	18%	-15%
CC(C)C(=O)Nc1nnc(NC(=S)Nc2ccccc2)s1	-2	?	.	-14%	0%	-20%	-6%	0%	-22%
c1ccc(-c2noc(CN3CCN(C(c4ccccc4)c4ccccc4)CC3)n2)cc1	-18	-40%[12.7 µM]	-1%	-1%	32%[activator]	-8%	-4%	65%[activator]	-9%
CC(=O)c1ccc(NC(=O)C(C)N2CCN(C/C=C/c3ccccc3)CC2)cc1 (stereo not given)	4	-9%	?	-14%	3%	-21%	0%	6%	8%

These rows are one share of the data; the hit share may differ from the screen's.
